Growth percent in the NCI-60 one-dose screen (48 h, 10 µM unless noted): 100 = growth as untreated, 0 = no growth, -100 = all killed.
KM12: KM12 colon cancer cells; hit rate 5% among 82,000
HCT-15: HCT-15 colon cancer. hit rate 5.2% among 82,000
HCT-116: HCT-116 colon cancer; hit rate 7.3% among 82,000
SF-295: SF-295 CNS cancer cells; AID 1794758; hit rate 5.6% among 79,000
SNB-19: SNB-19 CNS cancer cells; hit rate 2.5% among 81,000
HCC-2998: HCC-2998 colon cancer | hit rate 4.7% among 79,000
SNB-75: SNB-75 CNS cancer; hit rate 5% among 79,000; AID 1794750
SF-539: SF-539 CNS cancer. hit rate 6.8% among 81,000. AID 1794752
SW-620: SW-620 colon cancer; hit rate 5.2% among 82,000; AID 1794795
Starred values were filed as active, the others as inactive; · = no result given; & = joins results of further samples. The calls were made as follows: active = growth percent below 10; inactive = the rest.

SMILES	KM12	HCT-15	HCT-116	SF-295	SNB-19	HCC-2998	SNB-75	SF-539	SW-620
Cc1cnc(C(=O)Nc2nc3ccc(S(=O)(=O)Nc4ccc(C(C)(C)C)cc4)cc3[nH]2)cn1	23	18	14	22	32	33	5.6*	-34*	19
CS(=O)(=O)c1ccc([C@@H](O)[C@H](CF)NC(=O)C(Cl)Cl)cc1	105	95	92	104	102	103	95	101	105
Cc1ccc(S(=O)(=O)NC(=O)NN2CCCCCC2)cc1	106&104	107&95	115&94	106&85	109&109	106	107&91	105&98	105&103
O=C(/C=C/c1cn(-c2ccccc2)nc1-c1ccc(Br)cc1)NNC(=O)Nc1ccc(Br)cc1	101	95	93	101	97	109	83	109	101
Cc1cc(=O)n2nnc3c4ccccc4ccc3n12	91	51	8.7*	104	95	105	102	82	-62*
COc1ccc(CNC(=O)Nc2sc3c(c2C#N)CCCC3)cc1	101	99	93	94	99	100	97	100	104
CCN(CC)c1ccc2nc3c4ccccc4c(=NC(=O)c4ccccc4-c4c5ccc(N(CC)CC)cc5[o+]c5cc(N(CC)CC)ccc45)cc-3oc2c1	-3.0*	6.1*	-27*	-50*	-22*	16	68	67	-39*
Cc1cc(=O)n(-c2ccccc2)n1C	106&105	98&109	99&108	83&96	90&107	105&119	95&123	94&89	103&112
CCCCCCC1(c2cccnc2)NC(=O)NC1=O (stereo not given)	108	101	102	·	97	111	·	104	105
Cc1nn(-c2ccc(Br)cc2)c2nc(CNc3ccc(NCc4c(-c5ccccc5)no[n+]4[O-])cc3)[nH]c(=O)c12	106	97	94	115	102	112	99	102	111
N#Cc1c(-c2ccc(F)cc2)n2c(nc1=O)SC(=O)C2=O	104	106	102	103	103	102	84	115	103
CCN(CC)C(=O)c1cccc(N)c1	112	103	104	93	105	107	89	101	114
CC1=NOC(=O)/C1=C\c1ccc(O)cc1	101	104	103	100	99	109	78	99	102
Cc1ccc2[nH]c(=O)cc(NNC(=S)Nc3ccccc3)c2c1	99	100	99	101	95	113	90	96	98
CCC(C)OC(=O)c1ccc(OC)cc1 (stereo not given)	98	103	73	98	102	114	87	101	104
CC(C)CN1CC(Br)C(=O)NC1=O (stereo not given)	113&106	90&72	94	107&95	103&102	115&104	98&98	118&105	119&83
Nc1c(-c2nnc(-c3ccccc3)o2)nnn1-c1ccccc1	105	95	90	96	95	98	107	99	101
Cc1cc(O)c2cc3c(O)c(O)ccc3cc2c1	108	113	102	109	108	114	127	100	114
O=C(N/N=C/c1ccc(Br)cc1)c1cc(-c2nc3ccccc3[nH]2)nc2ccccc12	96	80	93	88	91	103	84	93	96
COc1ccc(N=Nc2c(N)nn3c(-c4cc5cc(Br)ccc5oc4=O)ccnc23)cc1	36	30	24	-34*	2.3*	20	-15*	16	56
CCCCCc1ccc(S(=O)(=O)Nc2cc(-c3csc(NC(=O)CN4CCN(C)CC4)n3)ccc2N2CCN(C)CC2)cc1	39	-68*	-71*	-64*	5.2*	-25*	95	-86*	-55*
NC(=O)N/N=C/c1ccc(Br)cc1O	95	95	98	108	108	101	99	94	109
CN(C)C(=O)C1=NC(Cc2c[nH]c3ccccc23)C(=O)N(c2ccc(Cl)cc2)N1 (stereo not given)	102	101	102	101	99	103	96	100	106
CCCCN(CCCC)CCCNc1c2c(nc3c(OC)cccc13)CCCC2	102	87	65	99	·	89	78	86	91
Clc1ncn[nH]1	101	99	108	79	102	90	84	100	111

Complete entries from above. Order of values: KM12	HCT-15	HCT-116	SF-295	SNB-19	HCC-2998	SNB-75	SF-539	SW-620
Results for O=C(N/N=C/c1ccc(Br)cc1)c1cc(-c2nc3ccccc3[nH]2)nc2ccccc12 : 96	80	93	88	91	103	84	93	96
Results for CCC(C)OC(=O)c1ccc(OC)cc1 (stereo not given) : 98	103	73	98	102	114	87	101	104

Looked up by compound from the entries so far (4):
SMILES	KM12	HCT-15	HCT-116	SF-295	SNB-19	HCC-2998	SNB-75	SF-539	SW-620
Cc1ccc2[nH]c(=O)cc(NNC(=S)Nc3ccccc3)c2c1	99	100	99	101	95	113	90	96	98
CCC(C)OC(=O)c1ccc(OC)cc1 (stereo not given)	98	103	73	98	102	114	87	101	104
Clc1ncn[nH]1	101	99	108	79	102	90	84	100	111
CCCCN(CCCC)CCCNc1c2c(nc3c(OC)cccc13)CCCC2	102	87	65	99	·	89	78	86	91

In the list so far, 2 have fluorine.
SMILES	KM12	HCT-15	HCT-116	SF-295	SNB-19	HCC-2998	SNB-75	SF-539	SW-620
CS(=O)(=O)c1ccc([C@@H](O)[C@H](CF)NC(=O)C(Cl)Cl)cc1	105	95	92	104	102	103	95	101	105
N#Cc1c(-c2ccc(F)cc2)n2c(nc1=O)SC(=O)C2=O	104	106	102	103	103	102	84	115	103

Returning to the listing, starting four compounds before the break.
SMILES	KM12	HCT-15	HCT-116	SF-295	SNB-19	HCC-2998	SNB-75	SF-539	SW-620
NC(=O)N/N=C/c1ccc(Br)cc1O	95	95	98	108	108	101	99	94	109
CN(C)C(=O)C1=NC(Cc2c[nH]c3ccccc23)C(=O)N(c2ccc(Cl)cc2)N1 (stereo not given)	102	101	102	101	99	103	96	100	106
CCCCN(CCCC)CCCNc1c2c(nc3c(OC)cccc13)CCCC2	102	87	65	99	·	89	78	86	91
Clc1ncn[nH]1	101	99	108	79	102	90	84	100	111
S=C(Cc1ccccc1)N1CCN(c2ccccc2Cl)CC1	95	106	88	91	116	101	97	105	103
CCCCCC#CC(=O)O	121	105	112	103	108	113	100	103	104
C=C1CC[C@@H]2[C@]3(C)COC(c4ccco4)O[C@@H]3CC[C@@]2(C)[C@@H]1CC(O)C1=CCOC1=O (stereo not given in full)	103	88	86	110	101	105	91	100	98
Cc1ccccc1Cn1cnc2ccc(-c3cc(NC(=O)c4ccc(NC5CCN(C)CC5)cc4)n[nH]3)cc21	40	102	49	90	95	90	-11*	27	93
COCc1c([N+](=O)[O-])c(C)[nH]c(=O)c1C#N	112	105	106	114	102	99	·	99	101
O=C(Nc1ccc(Cn2nnc3c(F)cccc32)cc1)c1ccc(C(F)(F)F)cc1	86	72	46	54	73	85	87	81	84
Cc1cc(Oc2cnc(=O)[nH]c2)cs1	94	95	101	93	114	100	92	103	95
CC(CC(C)(C)C)C(=O)NC(N)=O (stereo not given)	105	108	102	104	102	112	93	101	102
Cc1nn(-c2ccccc2)c2c1C1C(=C(c3ccc(Cl)cc3)N2)C(=O)Nc2ccccc21 (stereo not given)	64	55	49	55	87	65	54	96	80
COc1cc(/C(Cl)=N/N=C(\Cl)c2ccc(NC(=O)CO)cc2)cc(OC)c1OC	101	90	90	104	96	93	103	104	101
CS(=O)(=O)c1ccc(C(=O)N/N=C/c2ccc(Cl)c(Cl)c2)cc1	94	97	87	99	91	94	93	110	96
O=C(CSc1nccc(Nc2ccc(S(=O)(=O)Nc3nccs3)cc2)n1)c1ccc(F)cc1	106	98	96	103	100	107	94	100	100
O=c1[nH]nc(-c2ccc(Br)cc2)c2sc(NC(=S)Nc3ccc(Oc4ccccc4)cc3)nc12	102	100	82	99	101	106	108	104	104
COc1cc2nc(Cl)nc(Nc3cccc(C4=NN(C=O)C(c5ccccc5)C4)c3)c2cc1OC (stereo not given)	97	90	92	96	94	105	85	90	107
CCc1c(C)c2ccc(O)c(-c3cc(-c4ccc(N(C)C)cc4)n(-c4ccccc4)n3)c2oc1=O	100	101	88	96	97	107	84	97	101
CC1CCCCN1CCOc1cc([N+](=O)[O-])ccc1C#N (stereo not given)	100	97	95	94	101	105	96	103	102
Cc1cc(C)c(C)cc1C	116	115	104	104	97	119	84	98	107
COc1ccc(-c2nc(SCc3nc4ccccc4[nH]3)nc(NC3CC3)c2C#N)cc1	93	96	90	92	89	100	88	92	98
CSc1nc2c(c(=O)[nH]1)C1(C(=O)Nc3ccccc31)c1c(nc(SC)[nH]c1=O)N2	103	107	106	103	106	104	100	102	99
CCCCNCCOC(=O)c1ccc(OCCCC)c(N)c1	97	100	101	103	97	97	110	93	107
N#Cc1c(-c2ccc(Cl)cc2)nc(SC(=O)c2ccc([N+](=O)[O-])cc2)[nH]c1=O	102	102	111	99	101	103	95	94	98
CC(C)(C)n1cc(-c2ccnc(NCCCNS(=O)(=O)c3cccc(F)c3)c2)c(-c2cccc(O)c2)n1	26	-7.1*	47	32	76	16	·	39	24
O=C(CSc1nnc(-c2cc(-c3ccc(Cl)cc3)nc3ccccc23)n1-c1ccccc1)Nc1ccc(Cl)cc1	102	97	86	100	95	111	94	111	106
COc1ccc(/C=N/c2n[nH]c(-c3cccc(Cl)c3)n2)cc1	76	87	98	94	88	104	88	101	88
NC(=O)c1ccc[n+](Cc2ccc(Cl)cc2Cl)c1	101	105	80	111	101	93	102	105	103
The list continues.
SMILES	KM12	HCT-15	HCT-116	SF-295	SNB-19	HCC-2998	SNB-75	SF-539	SW-620
COc1cc(-c2nc3ccc(-c4nnc(SCC(=O)Nc5ccc(Br)cc5)o4)cc3[nH]2)cc(OC)c1OC	77	67	82	103	96	113	118	58	110
COc1ccc(/C=N\NC(=O)OC(C)(C)C)c(OC)c1OC	111	101	100	·	100	119	84	104	108
CCOC(=O)C1=C(C#N)C(C(=O)OCC)c2ncccc21 (stereo not given)	101	97	93	91	103	105	106	103	103
CN(/N=C/c1ccccc1)C(=S)Nc1ccccc1	100	106	110	118	95	106	89	106	91
NC(=S)c1ccc2ccccc2c1	103	106	103	96	108	116	93	107	101
CCN(CC)C(=Nc1ccc(Cl)c(Cl)c1)SC(NC=O)=C(Cl)Cl	97	88	86	87	88	102	95	104	100
c1ccc(Nc2ccccn2)nc1	116	96	100	99	97	·	82	95	108
N#CC1=C(N)n2nc(-c3cccnc3)nc2NC1c1ccc(F)cc1 (stereo not given)	102	93	99	95	93	104	78	96	89
O=C(O)c1ccc(CNc2nc(=O)n(Cc3ccc(Cl)cc3)c(=O)[nH]2)cc1	109	103	106	94	102	106	·	104	106
C=CC(=O)OCC1CCCO1 (stereo not given)	107	104	78	96	103	101	95	99	99
CCOC(=O)C1(c2ccccc2)CCOC1=O (stereo not given)	105	101	102	118	105	110	97	97	109
Nc1ccc(-c2ccc3ncnc(N4CCc5cc(F)c(Cl)cc54)c3c2)cn1	36	25	-53*	7.7*	39	38	-4.5*	25	56
CCCCC(CC)COC(C)OCc1cccc(OC)c1OC (stereo not given)	101	94	101	95	101	100	85	102	104
Cc1ccc(C(CC(=O)O)c2c(C)[nH][nH]c2=O)cc1 (stereo not given)	101	103	107	102	99	108	93	97	108
Nc1nc(-c2ccccc2Cl)cc(-c2cc3ccccc3oc2=O)n1	99	104	88	100	90	102	·	96	92
CC1CN(Cc2ccco2)C(=S)N(c2ccccc2)C1=O (stereo not given)	100	98	89	92	·	113	62	91	102
CCOC(=O)C(/C=N\C(=S)Nc1ccc(OCC)cc1)=C(/O)c1ccccc1	98	109	106	111	102	92	91	100	99
COc1cc2cc(CN3CCN(c4nccc(-c5ccc6ccccc6c5)n4)CC3)c(=O)[nH]c2cc1OC	83	21	-25*	101	77	101	104	110	-55*
Cc1nccc2c3ccc(OCc4cn(-c5ccc(Cl)cc5)nn4)cc3n(CC(C)C)c12	19	19	11	15	39	31	56	22	24
CC(=O)c1cc(C(=O)c2ccc3c(c2)Sc2ccccc2N3)c2cccc(C)n12	84	76	58	98	110	101	115	100	78
CCOC(=O)c1ccc(NC(=S)NC(=O)c2ccc(Br)cc2)cc1	98	96	97	83	91	100	76	97	98

Bioassay records from PubChem BioAssay.

Compounds were not picked by outcome. About 11% of those tested had a hit in this group.
